Screens from PubChem.
Dyrk1A ADPGlo: rat Dyrk1A kinase inhibitors, primary screen, biochemical, single point, plate reader | Dual specificity tyrosine-phosphorylation-regulated kinase 1A (Rattus norvegicus), Q63470 | ADP-Glo luminescence, NFATc1 peptide | inhibition, % at 12.5 µM | 0.43% of 310,000 active | AID 504441, 2011; in the data active = inhibition above about 50%;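 note: plate controls were vehicle with enzyme for no effect and no enzyme for full effect; many of its hits are not listed in these tables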
GSK3 alpha inh: blockers of GSK3A enzyme activity – biochemical, luminescence, cell-free homogeneous, HTS, primary screen | Glycogen synthase kinase-3 alpha (Homo sapiens), P49840 | GSK-3 alpha kinase, ADP-Glo luminescence, 60 min | inhibition, % at 10 µM | 0.1% of 320,000 active;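 in the data active = inhibition above about 50%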;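 note: GST-tagged GSK-3 alpha with peptide substrate and 25 µM ATP; 0% = DMSO neutral wells and 100% = GW8510 positive control wells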
Target sequence (P49840 whole entry, looked up): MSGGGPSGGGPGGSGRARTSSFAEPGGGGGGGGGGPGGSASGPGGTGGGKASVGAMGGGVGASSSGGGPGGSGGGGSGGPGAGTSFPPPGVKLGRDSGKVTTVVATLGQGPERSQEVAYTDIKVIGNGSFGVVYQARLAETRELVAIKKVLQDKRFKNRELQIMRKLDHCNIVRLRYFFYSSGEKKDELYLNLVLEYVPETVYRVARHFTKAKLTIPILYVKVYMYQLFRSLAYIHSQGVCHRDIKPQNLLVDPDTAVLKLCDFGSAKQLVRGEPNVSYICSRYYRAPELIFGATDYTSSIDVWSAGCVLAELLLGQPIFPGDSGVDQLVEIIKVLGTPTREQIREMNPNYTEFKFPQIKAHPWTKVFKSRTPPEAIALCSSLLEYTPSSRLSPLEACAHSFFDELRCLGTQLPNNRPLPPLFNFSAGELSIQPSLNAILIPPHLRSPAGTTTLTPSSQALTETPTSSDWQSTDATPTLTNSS
HDAC3 inh: HDAC3 deacetylase inhibitors, primary screen, biochemical, fluorescence, cell-free homogeneous | recombinant HDAC3, fluorogenic peptide/trypsin coupled | 0.15% of 320,000 active | inhibition, % at 8.3 µM; in the data active = inhibition above about 26%, passing the limit was not always enough; inconclusive = no clear call, values can overlap the other calls
Target sequence (O15379 whole entry, looked up): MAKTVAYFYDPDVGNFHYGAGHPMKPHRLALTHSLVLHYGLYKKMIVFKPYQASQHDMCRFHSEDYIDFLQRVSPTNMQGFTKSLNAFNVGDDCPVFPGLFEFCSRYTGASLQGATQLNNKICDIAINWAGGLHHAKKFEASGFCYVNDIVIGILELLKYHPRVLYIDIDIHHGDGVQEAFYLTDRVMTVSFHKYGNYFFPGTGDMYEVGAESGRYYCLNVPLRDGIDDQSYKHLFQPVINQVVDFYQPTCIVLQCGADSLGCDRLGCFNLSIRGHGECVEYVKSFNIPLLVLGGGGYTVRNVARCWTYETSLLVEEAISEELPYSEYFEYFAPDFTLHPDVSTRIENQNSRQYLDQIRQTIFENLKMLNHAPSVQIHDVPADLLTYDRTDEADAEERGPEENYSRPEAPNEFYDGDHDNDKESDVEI
The depositor's hits bear a star; ? = inconclusive. This is a subset (hit frequency here may not be typical).

smiles | HDAC3 inh | Dyrk1A ADPGlo | GSK3 alpha inh
CC1CC(C)CN(CC(=O)Nc2cc(S(=O)(=O)N3CCOCC3)ccc2N2CCCC2)C1 (stereo unspecified) | -1 | 6 | 2
Cc1ccc(S(=O)(=O)CCC(=O)Nc2nc(-c3ccccn3)cs2)cc1 | -4 | 2 | -1
O=C(C[C@H]1C/C=C\C[C@@H](Cc2ccc(F)cc2)C(=O)OC[C@H]2CCCN2C1=O)NCCO | -1 | -6 | 4
O=C(NCC1CC1)c1ccc2c(c1)S(=O)(=O)c1cc(Cl)ccc1C2=O | -3 | 18 | 0
O=C(CSc1nnc(-c2cccc(Br)c2)o1)N1CCNC1=O | -1 | 2 | 0
COc1cccc(C(=O)OCC(=O)NCC2CCCO2)c1 (stereo unspecified) | 8 | 0 | -3
CC1(C)CC(=O)C=C(c2ccc(I)cc2)C1 | 14 | -3 | 4
Cc1noc(C)c1S(=O)(=O)Nc1ccc2c(c1)C(=O)N([C@H](C)CO)C[C@H](C)[C@@H](CN(C)S(=O)(=O)c1ccc(F)cc1)O2 | -3 | 8 | -5
O=C(N[C@H]1C/C=C\C[C@@H](CC(=O)N(CCO)Cc2ccccc2)C(=O)NC[C@H](c2ccccc2)OC1=O)OCC1c2ccccc2-c2ccccc21 | 0 | -4 | -3
C[C@H](CO)N1C[C@H](C)[C@@H](CN(C)S(=O)(=O)c2ccccc2)Oc2ccc(NS(=O)(=O)c3ccc(F)cc3)cc2C1=O | 5 | -6 | -2
N#Cc1nc(NCC(F)F)nc(Nc2cc(F)cc(F)c2)n1 | -8 | 8 | -2
Cc1c(NC(=O)c2cc(-c3ccccc3)nc3ccccc23)c(=O)n(-c2ccccc2)n1C | 2 | 0 | 2
Cc1ccc(S(=O)(=O)N2[C@@H](c3ccccc3F)C(C(=O)O)=CC[C@H]2c2ccc(Cl)c(Cl)c2)cc1 | 7 | -6 | -5
C=CCn1c(C)nnc1SCC(=O)Nc1ccc2c(c1)OCCO2 | -1 | -1 | -1
Cc1c(NC(=O)c2cc(-c3ccc(F)cc3)nc3ccccc23)c(=O)n(-c2ccccc2)n1C | -3 | -3 | 1
O=C(Cc1cccc([N+](=O)[O-])c1)Nc1cccc(C(=O)N2CCCCC2)c1 | -1 | -13 | 1
CCOc1ccccc1/C=N/NC(=O)C[n+]1ccccc1 | -4 | 2 | -5
CN1CCN(S(=O)(=O)c2cccc(C(=O)NC3(C)CCS(=O)(=O)C3)c2)CC1 (stereo unspecified) | 1 | 4 | 4
COc1ccc(/C=C2\SC(=O)N(CCCC(=O)Nc3cc(Cl)ccc3C(=O)O)C2=O)cc1 | 12 | 21 | 2
COc1ccc(OCC(=O)OCC(=O)Nc2ccc3[nH]c(=O)[nH]c3c2)cc1 | -2 | 6 | -1
O=C(Nc1ccccc1N1CCCC1)C1=COCCO1 | -3 | -1 | -44
COC(=O)c1ccc(COC(=O)CSCC(=O)Nc2ccc(C)cc2C)cc1 | -1 | 0 | -3
O=C(CN1CCSC1=O)N1CCN(S(=O)(=O)c2ccccc2)CC1 | -6 | -1 | -5
Cc1ccc(CNc2ccc(N3CCN(C)CC3=O)cc2)cc1 | 4 | 6 | 1
O=C(CCCOC(=O)c1cccnc1Cl)c1ccc(Br)cc1 | -2 | 6 | -3
CCOC(=O)C1=C(C)NC(C)=C(C(=O)OCC)C1C(=O)OCC(=O)NCCc1ccccc1 | 8 | -3 | -1
CC(C)C(NC(=O)c1ccccc1)C(=O)OCC(=O)N1CCCCC1 (stereo unspecified) | -8 | 1 | 1
CCC(=O)c1ccc(OCC(=O)NC2CCCC2)cc1 | -6 | 5 | -1
O=C(OCCc1cc2ccccc2c(=O)o1)c1ccccc1C(F)(F)F | 7 | -3 | -7
COc1cccc(-c2ccc3ncnc(NCc4cccs4)c3c2)c1 | 0 | 31 | -2
C[C@H](CO)N1C[C@H](C)[C@@H](CN(C)C(=O)Nc2ccc(C(F)(F)F)cc2)Oc2ccc(NC(=O)Cn3cnnn3)cc2C1=O | 0 | 7 | -3
CCCN(Cc1nnc(-c2ccccc2Cl)o1)C(=O)COc1ccc(Cl)cc1 | 1 | 0 | 0
O=C(CCc1ccccc1)NC1(Cc2ccccc2)CCN(CCc2cccs2)C1=O (stereo unspecified) | -15 | 10 | 0
COc1ccccc1-c1oc2ccccc2c1C#CCCO | -36 | 13 | 0
CC(C)Cn1c(N)c(C(=O)COC(=O)c2cc(S(=O)(=O)N3CCOCC3)ccc2Br)c(=O)n(C)c1=O | 34* | 1 | -1
Oc1ccc(Cl)cc1CNCc1ccc(F)c(F)c1 | -2 | 10 | 2
O=C(NCc1ccc(OC(F)(F)F)cc1)c1cccc2c1C(=O)c1ccc(N3CCCCC3)cc1S2(=O)=O | 3 | -9 | -3
O=C(NCC(=O)N1CCN(c2ncccn2)CC1)c1ccc(F)cc1 | -1 | 0 | 1
C#CCOc1ccc(CNC[C@H]2O[C@@H](n3cnc4c(N)ncnc43)[C@H](O)[C@@H]2O)cc1 | 9 | -2 | -1
CCC(C)(C)C1CCc2[nH]nc(C(=O)NCc3ccc(Cl)cc3)c2C1 (stereo unspecified) | 3 | 0 | -2
CC(C)(C)c1ccc(C(=O)Nc2cccc(S(=O)(=O)NC3=NCCC3)c2)cc1 | 2 | 0 | -1
CO[C@H]1[C@@H]2C=CO[C@@H](O[C@H]3O[C@@H](CO)[C@H](O)[C@@H](O)[C@@H]3O)[C@@H]2[C@@]2(CO)O[C@@H]12 | -2 | 4 | 2
COc1ccc(F)cc1-c1nc(N)nc(N)n1 | -1 | 4 | 1
Cc1ccc(NC(=O)COc2cccc(Oc3ccccc3)c2)cc1S(=O)(=O)N1CCOCC1 | -4 | 5 | -2
COc1ccc(S(=O)(=O)N2CCN(CC(=O)Nc3c(C)n[nH]c3C)CC2)cc1OC | 0 | 2 | -3
O=C(COC(=O)CC1CCCCC1)Nc1c(Cl)cccc1Cl | -6 | -2 | 3
Cc1cccc(N2CCN(C(=O)c3ccc(NC(=O)CC4SC(N5CCCC5)=NC4=O)cc3)CC2)c1C (stereo unspecified) | 1 | -3 | -1
O=C(Cc1ccc(S(=O)(=O)N2CCCC2)s1)Nc1cccc([N+](=O)[O-])c1 | -9 | -2 | 0
COc1ccc(NC(=O)Nc2cccc3c2O[C@@H](CN(C)S(=O)(=O)c2cn(C)cn2)[C@@H](C)CN([C@H](C)CO)C3=O)cc1 | 0 | 5 | 1
Cc1cc(=O)[nH]c(SCC(=O)Nc2ccc3c(c2)CCC3)c1C#N | -4 | 7 | -5

HDAC3 inh, what is marked active above
smiles | HDAC3 inh | Dyrk1A ADPGlo | GSK3 alpha inh
CC(C)Cn1c(N)c(C(=O)COC(=O)c2cc(S(=O)(=O)N3CCOCC3)ccc2Br)c(=O)n(C)c1=O | 34* | 1 | -1

Other results:
smiles | HDAC3 inh | Dyrk1A ADPGlo | GSK3 alpha inh
COc1cccc(CC(=O)OCC(=O)c2cc(OC)ccc2OC)c1 | 0 | 8 | -1
Cc1ccc2c(c1)C1CN(C)CCC1N2S(=O)(=O)c1cc(C(F)(F)F)ccc1Cl (stereo unspecified) | 0 | 5 | -3
Cc1ccc(-n2ccnc2SCC(=O)c2c(N)n(C3CC3)c(=O)[nH]c2=O)cc1C | 3 | -5 | -2
COc1ccc(NC(=O)COC(=O)c2ccc3ccccc3n2)cc1 | 1 | 2 | 3
COc1ccc(/C=C/C(=O)OCC(=O)NC2CCCC(C)C2C)cc1 (stereo unspecified) | 2 | 8 | -1
CN(C)S(=O)(=O)c1ccc2c(c1)C(=O)c1cc(S(=O)(=O)N(C)C)ccc1CC2 | 1 | 18 | -2
O=C(COC(=O)c1ccc2ncsc2c1)Nc1cc([N+](=O)[O-])ccc1Cl | -7 | -3 | -4
O=C(NC(=S)Nc1ccc(Br)cc1F)C1CCCCC1 | 0 | 0 | 0
O=C(c1cnn(-c2ccccc2)c1)c1cc(Br)ccc1O | 0 | -2 | -4
O=C(O)C1CC(O)CN1S(=O)(=O)c1ccc2ccccc2c1 (stereo unspecified) | 2 | 3 | -7
Cc1ccc2cccc(OCC(=O)Nc3cccc(S(=O)(=O)N4CCCC4)c3)c2n1 | -9 | -2 | -1
O=C(Cn1ccc(NC(=O)OCc2ccccc2)nc1=O)NCCCn1ccnc1 | 2 | 4 | -1
CC(=O)c1c(C)[nH]c(C(=O)COC(=O)c2cc(C)oc2C)c1C | 9 | 3 | 0
Cc1cc(Cl)ccc1OC(C)C(=O)OCC(=O)c1ccc[nH]1 (stereo unspecified) | 0 | -6 | 0
COc1ccc(S(=O)(=O)N2CCN(Cc3cccs3)CC2)cc1OC | -9 | -2 | -3
O=S(=O)(c1ccccc1)N1CCN(Cc2c(O)ccc3ccccc23)CC1 | -1 | -5 | -2
CC(C)NC(=O)N(C)C[C@H]1Oc2ccc(NC(=O)Nc3ccc(C(F)(F)F)cc3)cc2C(=O)N([C@H](C)CO)C[C@@H]1C | 1 | 3 | 6
CN(Cc1ccccc1)C(=O)c1ncn(Cc2ccccc2)c1C(=O)N(C)Cc1ccccc1 | -4 | -12 | 0
CCN1C(=O)[C@@H]2[C@@H](c3ccc(-c4ccc5c(c4)OCO5)c(OC)c3)N3CCC[C@@]3(C(=O)OC)[C@@H]2C1=O | 7 | 11 | 3
CCN(C[C@H]1N[C@@](C)(C(=O)OC)[C@H]2C(=O)N(Cc3ccccc3)C(=O)[C@@H]12)C(=O)Nc1ccc(Cl)cc1 | 5 | 2 | -3
CCCCNc1ccc2oc(-c3ccc(OC)cc3)c(-c3ccc(OC)c(F)c3)c2c1 | 3 | -6 | -1
O=C1NC[C@@H](c2ccccc2)OC(=O)[C@H](Cc2ccc(F)cc2)CC/C=C/C[C@H]1CC(=O)N(CCO)Cc1ccccc1 | 3 | 5 | 1
COc1cccc(CC(=O)Nc2ccc(S(=O)(=O)Nc3nccs3)cc2)c1 | -1 | 3 | 0
O=C(CNS(=O)(=O)c1ccc(Cl)c(C(F)(F)F)c1)NC1CCCCC1 | ? | 0 | -1
CCc1nnc(SCC(=O)Nc2ccc3ccccc3c2)n1N | 2 | 4 | -1

A different layout for 2 compounds above:
O=C(O)C1CC(O)CN1S(=O)(=O)c1ccc2ccccc2c1 (stereo unspecified)
  HDAC3 inh: 2 | Dyrk1A ADPGlo: 3 | GSK3 alpha inh: -7

CN(C)S(=O)(=O)c1ccc2c(c1)C(=O)c1cc(S(=O)(=O)N(C)C)ccc1CC2
  HDAC3 inh: 1 | Dyrk1A ADPGlo: 18 | GSK3 alpha inh: -2

Following part:
smiles | HDAC3 inh | Dyrk1A ADPGlo | GSK3 alpha inh
CCOC(=O)C1CCN(C(=O)C(CCSC)NC(=O)COc2ccccc2)CC1 (stereo unspecified) | 2 | 3 | -3
C=C/C(C)=C/C[C@H]1C(=C)CCC2[C@](C)(C(=O)O)CCC[C@@]21C (stereo partly specified) | -1 | 7 | -1
Cc1cccc(OCCC(=O)NNC(=O)c2ccoc2C)c1 | 0 | 5 | 3
CC[C@H](C)[C@H]1O[C@]2(CC[C@@H]1C)C[C@@H]1C[C@@H](CC=C(C)[C@@H](O[C@H]3C[C@H](OC)[C@@H](O[C@H]4C[C@H](OC)[C@@H](O)[C@H](C)O4)[C@H](C)O3)[C@@H](C)C=CC=C3CO[C@@H]4[C@H](O)C(C)=C[C@@H](C(=O)O1)[C@]34O)O2 | -3 | 2 | -2
Cc1ccc(S(=O)(=O)Nc2ncnc3sc(C)c(C)c23)cc1 | 3 | 7 | -2
CCOc1ccc(NC(=O)CN(C)C(=O)c2cc(C)nc3ccccc23)cc1OCC | 8 | 2 | 0
CC(=O)OC(C)(C)/C=C/C(=O)[C@](C)(O)C1[C@H](O)C[C@@]2(C)C3CC=C4C(C=C(O[C@@H]5O[C@H](CO)[C@@H](O)[C@H](O)[C@H]5O)C(=O)C4(C)C)[C@]3(C)C(=O)C[C@]12C (stereo partly specified) | 4 | 15 | -2
COc1ccc(/C=C/C(=O)N2CCN(S(=O)(=O)c3ccccc3Br)CC2)cc1OC | -7 | 4 | -1
CC(OC(=O)c1cccc(S(=O)(=O)N2CCOCC2)c1)C(=O)NC1CCCCC1C (stereo unspecified) | -5 | 0 | 12
CCN(CC(=O)NCc1cccs1)C(=O)c1cccc(S(=O)(=O)N2CC(C)OC(C)C2)c1 (stereo unspecified) | -11 | 6 | -3
COc1ccc(-c2csc(NC(=O)c3c(C)noc3C)n2)cc1 | 4 | -5 | 2
O=C(Cn1[nH]c(=O)c2ccccc2c1=O)OCC(=O)c1ccccc1 | 1 | 1 | 2
CC1CC(C)CN(S(=O)(=O)c2ccc(NC(=O)CCNC(=O)c3ccc([N+](=O)[O-])cc3)cc2)C1 (stereo unspecified) | -11 | -5 | -4
O=C1c2ccc(-c3ccc(Cl)c(C(F)(F)F)c3)cc2S(=O)(=O)c2cccc(C(=O)N3CCN(c4ncc(Br)cn4)CC3)c21 | 4 | 11 | -4
O=C(CNc1ccc(C(F)(F)F)cc1)Nc1cccc(S(=O)(=O)N2CCCC2)c1 | 3 | -4 | -4
O=C(COC(=O)C1CC1)NCCc1ccccc1 | -1 | -7 | 1
Cc1nc(C)c(C(=O)OCC(=O)Nc2ccccc2)s1 | -4 | -1 | -4
CC1CCc2c(sc(NC(=O)C3=COCCO3)c2C(N)=O)C1 (stereo unspecified) | 1 | 5 | -8
COc1cc2c(C#CCCO)c(-c3ccc(C#N)cc3)oc(=O)c2cc1OC | 1 | 4 | -1
O=C(CSc1nc2[nH]c(=O)cc(O)c2s1)Nc1nccs1 | 3 | 18 | 13
O=C(COc1ccc(Br)cc1)Nc1nnc(C2CC2)s1 | 2 | 1 | -3
O=C(CCNC(=O)c1ccc(Cl)cc1)NN1C(=O)NC2(CCCCC2)C1=O | -3 | 6 | 0
